TRPV1 ag – HTS Assay for Compounds that Act as Agonists of the Vanilloid Receptor 1; Transient receptor potential cation channel subfamily V member 1 (Homo sapiens), Q8NER1; TRPV1-expressing cells, Fluo-8 calcium influx, agonist mode; activation, % at 8.33 µM; 320,000 compounds, 0.19% hits; AID 540275, 2011; in the data active means activation above about 80%; inconclusive means between about 30% and that limit; further: 0% is about no effect
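Fluo-8 calcium influx in TRPV1-expressing cells, kinetic read (ex 480/em 520 nm). Compound added and read 3 min for agonist activity, followed by capsaicin at EC20 final and 2 min further read for enhancement.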
KCNH2 WT inh – qHTS for Inhibitors of KCHN2 3.1: Wildtype qHTS | activity change, % at 1.84 µM | Voltage-gated inwardly rectifying potassium channel KCNH2 (Homo sapiens), Q12809 | AID 720551, 2013 | 340,000 compounds, 0.37% hits | U2OS, BacMam KCNH2, thallium flux FluxOr; hits give low values;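 active means maximum activity change below -70%; inconclusive means maximum activity change between -70% and -50%; inactive means maximum activity change above -50%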; further: on the % scale 0 is the no-effect control and ±100 the full control effect
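U2OS cells were transduced with wild-type KCNH2 virus (2.03 x 10^8 / mL) for 4 h at room temperature, then cultured overnight at 37 C. Thallium flux was read with FluxOr dye. Rate constants were normalized to DMSO controls.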
ASM inhibitor – Inhibitors of Secretory Acid Sphingomyelinase (S-ASM): qHTS. Sphingomyelin phosphodiesterase (Homo sapiens), P17405. placental ASM, HMU-PC fluorogenic substrate, 60 min. Potency, µM (doses to about 57.5 µM), for the others: top-dose activity change, negative = inhibition, actives largely listed as inhibitors. 340,000 compounds, 0.006% hits. AID 504937, 2011; further: potency means the concentration at half of the fitted maximal effect
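Human placenta-derived ASM enzyme was preincubated with compound for 10 minutes at room temperature, then given fluorogenic substrate HMU-PC0 (9 uM final) for 60 minutes at 37 °C; a pH 10 stop preceded fluorescence reading at Ex 386/Em 447 nm.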
FBPA coupling cs – qHTS Assay for Inhibitors of Fructose-1,6-bisphosphate Aldolase from Giardia Lamblia: Coupling assay counterscreen | activity change, negative = inhibition, % at 58.2 µM, hits read low | AID 2472, 2010 | coupling enzyme system counterscreen, AmpLite Red fluorescence | 290,000 compounds, 0.67% hits; in the data active means activity change below about -30%; further: on the % scale 0 is the no-effect control and ±100 the full control effect
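Counterscreen lacking aldolase: glyceraldehyde-3-phosphate coupling-enzyme reagent preincubated 10 min at RT with compound (at 57.5 uM final), then substrate/coupling system with AmpLite Red added; fluorescence read at 525/598 nm after 20 min RT.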
A-T KAP1 phos – qHTS Assay for Identifying a Potential Treatment of Ataxia-Telangiectasia. […] A-T fibroblasts, KAP-1 phosphorylation AlphaLISA; neocarzinostatin DNA damage 30 min before lysis. Potency, µM (titrated, usually from 57.5 µM), without a hit: top-dose activation, usual class: activators. 320,000 compounds, 0.19% hits; further: potency means the concentration at half of the fitted maximal effect; % of control where 0% means no effect; nearly all actives have a fitted effect of over 45% in size
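hTERT-immortalized A-T patient fibroblasts ([…]), 500 cells/well in OPTI-MEM, 1% FBS, got compounds for 60 min, then NCS for 30 min at 37C. Lysates were then assayed for phospho-KAP-1 by AlphaLISA (anti-pKAP1 donor, anti-KAP1 acceptor beads), 6 hr at 25C.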
KCNH2 3.1 block – qHTS for Inhibitors of KCHN2 3.1: Mutant qHTS; U2OS KCNH2 3.1, thallium flux FluxOr; hits give low values; activity change, % (tested at about 1.8 µM); 340,000 compounds, 0.95% hits; AID 720553, 2013;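 active means maximum activity change below -70%; inconclusive means maximum activity change from -70% to -50%; inactive means maximum activity change above -50%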;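 further: thallium influx rate constant from kinetic fluorescence after stimulation buffer; on the % scale 0 is the no-effect control and ±100 the full control effect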
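FluxOr-based Tl+ influx in U2OS cells transduced with KCNH2 3.1 virus; rate constants normalized to DMSO controls.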
GALK inhibitor – qHTS Assay for Inhibitors of Human Galactokinase (GALK); Purified GALK, Kinase-Glo residual ATP luminescence; Potency, µM (doses to about 57.5 µM), for inactives: at the top dose activity change, negative = inhibition, actives largely listed as inhibitors; P51570; 270,000 compounds, 0.007% hits; further: potency means the concentration at half of the fitted maximal effect; on the % scale 0 is the no-effect control and ±100 the full control effect
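Compounds were pin-transferred into ATP buffer (35 uM final), then GALK plus galactose (5 nM, 100 uM final) was added. After 1 h at room temperature, Kinase-Glo Plus was added and luminescence read after 10 min.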
MBNL1-CUG inh – qHTS Assay for Inhibitors of MBNL1-poly(CUG) RNA binding; TR-FRET MBNL1-His/biotin-(CUG)12 binding, 665/545 ratio; Potency, µM (titrated, usually from 57.5 µM), for inactives: top-dose activity change, negative = inhibition, most hits filed as inhibitors; 280,000 compounds, 0.036% hits; active means well fitted inhibition curve with a large enough effect in the signal ratio, with a control signal flat, not every such curve was filed as active; inconclusive means small, poorly fitted or top-dose-only effect, or effect the other way, or a change in a side signal; inactive means no such curve, though single readings can be large or run the other way; the % refers to the signal ratio; further: potency means the concentration at half of the fitted maximal effect; on the % scale 0 is the no-effect control and ±100 the full control effect
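Compound titration spanned 92 nM–58 uM against the MBNL1-His/biotin-(CUG)12 complex. After 60 min at room temperature with 5 nM streptavidin-XL665 and 0.055 ng/ul terbium anti-His, ratiometric 665/545 nm emission (Ex 340 nm) normalized to controls.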
a7 integrin act – qHTS for Activators of Integrin-Mediated Alleviation for Muscular Dystrophy. alpha7betagal myoblasts, beta-gal FDG fluorescence, 48 h. Potency, µM (titrated, usually from 38.3 µM), inactives show at the highest dose activation, usual class: activators. 350,000 compounds, 0.064% hits;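 further: potency means the concentration at half of the fitted maximal effect; 100% = response of the positive control SU9516; nearly all actives have a fitted effect of over 60% in size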
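alpha7betagal+/- myoblasts (passage 13, 250/well) treated 48 h at 37C with compounds at 1:260 dilution of DMSO stock. Lysed, then beta-galactosidase activity read as FDG fluorescence (ex 480/em 540) after 30 min, with pre-read for autofluorescence.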
CXXC DNA block – qHTS Fluorescence Polarization Assay for Inhibitors of MLL CXXC domain - DNA interaction; Histone-lysine N-methyltransferase 2A (Homo sapiens), Q03164; MLL-CXXC / FITC-HOXA9 DNA fluorescence polarization; Potency, µM (doses to about 115 µM), for the others: top-dose activity change, negative = inhibition, actives largely listed as inhibitors; 290,000 compounds, 0.037% hits; AID 2662, 2010; active means well fitted inhibition curve with a large enough effect in the polarisation, with a control signal flat, not every such curve was filed as active; inconclusive means small, poorly fitted or top-dose-only effect, or effect the other way, or a change in a side signal; inactive means no such curve, though single readings can be large or run the other way; the % refers to the polarisation; further: potency means the concentration at half of the fitted maximal effect
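Fluorescence polarization: 7 uM MLL-CXXC (stock) preincubated 5 min with compounds, then 50 nM fluorescein-HOX-A9 DNA (stock) added; 30 min ambient. Buffer 50 mM Tris-HCl pH 7.5, 50 mM NaCl, 1 mM DTT, 0.05% BSA.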
* hit, by the source's call; ? = inconclusive; . = not tested or not shown; [ ] = another dose, or the depositor's remark. Unless noted, the call rests on the fitted dose curve; in most records, active means well fitted curve in the direction sought with a large enough effect; inconclusive means small, poorly fitted or top-dose-only effect, or another doubt; inactive means no such curve, though single readings can be large; an effect the other way counts as inactive or inconclusive.

SMILES | TRPV1 ag | KCNH2 WT inh | ASM inhibitor | FBPA coupling cs | A-T KAP1 phos | KCNH2 3.1 block | GALK inhibitor | MBNL1-CUG inh | a7 integrin act | CXXC DNA block
CCC(NC(=O)c1ccccc1NC(=O)c1ccco1)C(=O)NC1CCCCC1 (stereo not drawn) | -2.3 | -16.4 | 1.9% | 1.9 | 2.7% | 21.3 | -1.1% | -23.3% | -18.0% | 0.4%
Cc1cc(C)cc(OCC(=O)OCC(=O)N2CC(=O)Nc3ccccc32)c1 | 9.1 | -0.2 | 0.2% | 2.0 | -3.4% | -19.9 | 4.7% | -3.1% | 0.9% | 0.6%
O=C(O)/C=C/C(=O)Nc1ccc(-n2nccc2C(F)(F)F)cc1 | 0.6 | 2.5 | 18.4% | 7.7 | 16.1% | -10.4 | 3.2% | 2.8% | -1.0% | 3.9%
Cn1c(CC(=O)Nc2ccccc2)n[nH]c1=S | -4.3 | 11.0 | 3.5% | -8.2 | -4.2% | 24.0 | 0.2% | ? | 8.7% | -11.9%
N#Cc1ccc(OCC(=O)Nc2cc(S(=O)(=O)N3CCOCC3)ccc2N2CCOCC2)cc1 | -3.2 | -1.3 | -7.1% | 1.4 | 19.0% | -22.1 | -2.9% | -1.9% | 12.9% | 2.2%
CN(CCOc1ccc(Cl)cc1)CC(=O)Nc1ccc(OC(F)F)cc1 | 17.8 | -7.7 | -10.2% | 0.7 | 43.3% | -85.0* | -1.9% | 4.2% | -25.6% | 7.3%
CC(C)OCC(O)CSc1ccccn1 (stereo not drawn) | -6.1 | 7.2 | 4.2% | 4.1 | 12.4% | -4.8 | 2.8% | -10.9% | 1.2% | 13.1%
c1coc(-c2ccnc3ncnn23)c1 | 0.8 | -11.7 | 5.3% | 8.4 | -4.5% | . | 6.4% | . | 5.1% | 2.4%
O=C(Cc1cccs1)Nc1ccc(F)cc1 | 28.7 | -7.2 | -2.0% | 0.4 | -2.9% | -17.2 | 3.8% | -1.2% | -0.7% | -3.6%
CC1CCCCN1CCNC(=O)c1ccc2c(=O)n(CCc3ccccc3)c(=O)[nH]c2c1 (stereo not drawn) | -0.8 | 0.5 | 129.9%[activator] | 4.4 | -0.9% | -29.8 | -0.9% | -0.8% | -62.5%[inhibitor] | ?
COc1ccc(C(=O)N=c2nc3ccccn3s2)cc1 | . | 8.0 | -0.3% | 0.6 | 3.4% | 6.2 | 4.6% | -1.1% | -11.4% | 3.1%
COCCNc1nnc(SCC(=O)NC(=O)c2ccccc2)s1 | 1.1 | -1.2 | 1.2% | . | -1.2% | -6.4 | . | . | 14.2% | .
COc1cccc(CNC(=O)CCC2CCCN(Cc3cc(Cl)ccc3O)C2)c1 (stereo not drawn) | ? | 32.2 | 9.8% | 2.0 | 1.5% | 13.6 | 11.7% | -12.7% | 5.5% | 4.4%
O=C(c1cccnc1NCc1ccccc1)N1CCOCC1 | 0.6 | 1.6 | -0.5% | 2.9 | 0.0% | -7.5 | -3.9% | 2.7% | -11.8% | -2.7%
CN1C(=O)CSc2ccc(NC(=O)N3CCOCC3)cc21 | 4.3 | 5.2 | -0.8% | -1.6 | 6.4% | -1.6 | 3.4% | -3.6% | 22.0% | 2.0%
CCOC(=O)c1ccc(NC(=S)N2CCN(CCN=CC3=C(O)CC(C)(C)CC3=O)CC2)cc1 | -2.1 | -10.0 | 4.7% | -2.2 | 4.0% | -2.5 | -1.4% | ? | -8.6% | -11.4%
CCOc1ccc(OCCOCCNCCOC)cc1 | 1.8 | -12.2 | 4.3% | -0.2 | -5.0% | 8.4 | 3.4% | -3.8% | 23.3% | -0.5%
Cc1ccc(Cl)c(OCCN2CCc3ccccc3C2)c1 | 2.4 | -13.2 | 1.3% | -1.7 | 19.5% | -19.1 | 5.7% | 3.7% | -16.1% | 8.4%
O=C(Nc1cccc([N+](=O)[O-])c1)C(=O)N1CCCCC1 | 0.2 | -1.6 | 3.5% | 2.1 | 2.4% | -3.7 | -2.4% | ? | 7.1% | -3.1%
O=C(CCSCCC(=O)NN=Cc1ccc(F)cc1)NN=Cc1ccc(F)cc1 | . | 0.1 | -0.1% | . | . | -2.6 | . | . | -12.2% | .
CCC(=O)c1ccc(OCC(=O)NCC2(N3CCCCC3)CCCCC2)cc1 | 2.1 | 34.5 | 2.3% | 0.9 | 0.6% | -42.8 | -0.5% | -1.3% | 26.7% | 11.2%
CC1C(=O)N(Cc2cccc(F)c2)c2ccccc2N1C(=O)c1ccccc1 (stereo not drawn) | 12.5 | -7.1 | -0.3% | -1.5 | 11.4% | 0.6 | 3.6% | -8.9% | -13.4% | ?
CCn1c(SCC(=O)N/N=C/c2ccncc2)nc2ccccc21 | -8.2 | 2.8 | 1.3% | 0.5 | 11.6% | 15.3 | 4.6% | ? | 4.2% | -7.8%
CC(C)NC(=O)c1ccc(N2CCOCC2)nc1 | 0.3 | -7.7 | 2.4% | 2.1 | 0.8% | 5.2 | 0.2% | -5.0% | 0.3% | 9.2%
Nc1c(-c2cccs2)cnn1-c1nc(-c2ccc(Cl)cc2Cl)cs1 | . | 5.2 | -3.6% | -1.1 | 2.4% | ? | -3.6% | -6.2% | ? | -2.0%
CSCCC(NC(=O)c1ccccc1Cl)C(=O)Nc1cccc(S(=O)(=O)N2CCCC2)c1 (stereo not drawn) | 2.8 | -0.2 | 0.0% | . | 3.3% | -5.3 | . | . | 24.6% | .
O=C(OCc1c(Cl)cccc1Cl)c1ccccn1 | -0.6 | -8.4 | -1.3% | 2.8 | 10.6% | -24.2 | -1.0% | -2.6% | -5.3% | -2.2%
COc1ccc(NC(=O)COC(=O)c2cc(C)oc2C)cc1OC | 1.1 | -2.6 | -2.4% | . | -0.3% | 4.2 | . | . | 20.1% | .
NC(=O)CC(NC(=O)c1ccccc1)c1ccc(N2CCC(N3CCCC3)CC2)c([N+](=O)[O-])c1 (stereo not drawn) | 2.3 | -3.6 | -2.7% | -1.6 | 0.5% | 16.2 | . | 14.6% | -17.7% | -4.3%
CCOc1cc(NC(=S)NCCCN2CCOCC2)c(OCC)cc1NC(=O)C1CC1 | -1.2 | 31.3 | 2.9% | 0.1 | -0.3% | . | 2.2% | . | 1.0% | 1.4%
C=CCOc1ccc(/C=N/NC(C)=O)cc1OCC | -0.6 | 19.8 | 2.1% | 1.5 | 13.6% | 26.1 | 5.2% | 14.4% | 1.7% | 5.0%
CC(C)NC(=O)Nc1ccc2c(c1)CC(=O)N([C@@H](C)CO)C[C@H](C)[C@@H](CN(C)C(=O)NC1CCCCC1)O2 | . | -18.7 | -5.5% | . | 1.7% | -5.4 | . | . | -4.1% | .
Cc1cc(=O)[nH]c(N/N=C/c2ccccn2)n1 | 5.2 | 9.2 | 3.8% | -10.9 | -5.0% | 1.7 | 1.1% | . | 24.6% | 14.7%
CCN(C(=O)c1ccc2c(=O)n3c(nc2c1)CCCCC3)c1ccc(F)cc1 | 0.4 | -6.7 | -1.8% | 5.2 | 2.3% | ? | 3.1% | 5.6% | -31.9%[inhibitor] | -3.6%
COC(=O)c1ccc(C(=O)N2CCCC(Nc3ccc(C(C)C)cc3)C2)cc1 (stereo not drawn) | -2.6 | -2.6 | -1.6% | -0.2 | 2.1% | 4.5 | 7.6% | -5.9% | -27.0% | 5.4%
CCOc1ncccc1C(=O)N(C)CC(=O)Nc1ccccc1SC | -0.3 | -1.0 | -0.4% | -0.6 | 0.8% | 5.6 | 0.7% | -4.5% | 1.9% | -0.9%
Clc1cc(Cl)cc(C2=NC(Cc3ccccc3)CO2)c1 (stereo not drawn) | . | -2.9 | -1.5% | . | . | -4.7 | . | . | 17.4% | .
CC(C)(C)c1ccc(OCc2cnc(Cl)s2)cc1 | ? | 3.3 | -2.1% | -0.7 | ? | 17.5 | -0.8% | -3.8% | -9.2% | -3.1%
Cc1ccc(CN2CCN(Cc3ccc4c(c3)OCCO4)CC2CCO)cc1 (stereo not drawn) | 6.5 | 26.6 | 4.2% | 3.6 | -3.5% | 5.7 | -2.9% | 3.9% | -25.4% | 0.9%
Cc1ccc2oc(=O)c3cc(C(=O)NCCN4CCc5ccccc5C4)sc3c2c1 | 4.8 | 5.1 | -15.4% | -7.5 | -20.4% | 8.9 | . | ? | 18.4% | 2.6%

Hits appear at their usual frequency, and some 2% of all compounds hit somewhere here.
